# Source: PubChem (several laboratories)
# HEK293 NOD2/NF-kB: NOD2 signaling inhibitors, cell-based, luminescence, uHTS, HEK293 (AID 1566). HEK293 NOD2/NF-kB luciferase reporter, luminescence; higher % means a stronger effect. inhibition, % at 4 µM, or EC50 in µM where a hit was titrated. 290,000 compounds, 0.63% hits; note: many of its hits are not listed in these tables
# XIAP displacement: XIAP antagonists, biochemical, IAP family, fluorescence polarization (AID 1018); E3 ubiquitin-protein ligase XIAP (Homo sapiens); XIAP BIR domain, fluorescence polarization peptide displacement; higher % means a stronger effect; displacement, % at 20 µM, or IC50 in µM where a hit was titrated; 200,000 compounds, 0.007% hits; in the data active = displacement above about 50%; note: a part of the inactive calls stands beside numbers as strong as those of hits
# LYP phosphatase: inhibitors of LYP phosphatase, biochemical, fluorescence intensity, uHTS (AID 1779); 290,000 compounds, 0.054% hits; one-dose inhibition, % at 11.5 µM; IC50 in µM for titrated hits; recombinant LYP phosphatase, fluorescence intensity; higher % means a stronger effect; Tyrosine-protein phosphatase non-receptor type 22 (Homo sapiens);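 note: plate controls were vehicle with enzyme for no effect and no enzyme for full effect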
# SIAH1 antagonists: Siah-1 peptide-binding antagonists, primary screen, biochemical, fluorescence polarization, rhodamine-plectin, uHTS (AID 1817); E3 ubiquitin-protein ligase SIAH1 (Homo sapiens); Siah-1 / rhodamine-plectin peptide fluorescence polarization; higher % means a stronger effect; one-dose displacement, % at 20 µM; IC50 in µM for titrated hits; 290,000 compounds, 0.02% hits;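 active = displacement of at least 50% at 20 µM, with a fluorescence ratio check between 0.3 and a set limit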;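 note: plate controls were Siah plus tracer with DMSO for no effect and tracer alone without Siah for full effect; strong numbers were not always called active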
# HIV fusion peptide: inhibitors of HIV fusion peptide binding, primary screen, biochemical, uHTS, fluorescence dequenching (AID 1986); cell-free peptide binding, fluorescence dequenching, 30 min; higher % means a stronger effect; one-dose inhibition, % at 20 µM; IC50 in µM for titrated hits; 290,000 compounds, 0.3% hits; in the data active = inhibition mostly above about 52%, no sharp cut-off; inactive = mostly below about 76%; note: some results filed as inactive read as strong as hits
# AID2073: inhibitors of Mint1-CaV2.2 protein interaction, biochemical, HTRF (AID 2073); inhibition, % at 20 µM; hits with a dose series show IC50 in µM; Voltage-dependent N-type calcium channel subunit alpha-1B (Homo sapiens); HTRF protein-protein interaction, Mint1-CaV2.2; higher % means a stronger effect; 290,000 compounds, 0.19% hits; in the data active = inhibition mostly above about 51%, no sharp cut-off; inconclusive = no clear call, values can overlap the other calls; inactive = mostly below about 53%; note: some results filed as inactive read as strong as hits
# Dengue-2 NS5 capping: Dengue-2 NS5 methyltransferase inhibitors, primary screen, biochemical, confirmation dose response (AID 588689) | inhibition, % at 25 µM, or IC50 in µM where a hit was titrated | Dengue-2 NS5 methyltransferase capping enzyme assay, biochemical; higher % means a stronger effect | Genome polyprotein (Dengue virus type 2 (strain 16681-PDK53)) | 340,000 compounds, 0.3% hits; in the data active = a potency from the dose series; inconclusive = inhibition above about 29% without an active follow-up result
# Hep lipid drop: inhibitors of hepatocyte lipid droplet formation, primary screen, imaging, high-throughput imaging, BODIPY stain; AML12 mouse hepatocytes, oleate lipid droplets; inhibition, % at 6.5 µM; 240,000 compounds, 0.4% hits; AID 1656, 2009;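 active = lipid droplet intensity inhibited by at least 50%, with more than 500 cells counted; inconclusive = wells with under 300 cells, treated as cytotoxic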
#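 Technique: fluorescence imaging, 20x objective, two fields per well / Assay system: AML12 hepatocytes (mouse) / Measure: % inhibition of lipid droplet signal / Doses: 6.5 µM single-point dosing / Incubation: overnight exposure / Reagent: 100 µM oleic acid challenge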
# Myeloid diff MLP: induction of myeloid progenitor differentiation, primary screen, cell-based, flow cytometry, MLPCN library; ER-HoxA9 myeloid progenitors, lysozyme-GFP differentiation; calls only at 10 µM; 360,000 compounds, 1% hits; AID 624256, 2012;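 active = normalized GFP-positive differentiation at or above the plate's own cutoff, the solvent-only control mean plus 3 SD; inconclusive = no clear call, values can overlap the other calls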;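 note: cells exposed to compound for four days before flow analysis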
# Hep lipid drop cells 6.5 µM: recorded beside Hep lipid drop, whose call it bears; cell count; measured here: cell count, cytotoxicity flag;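 cells counted across two imaged fields per well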
# Dengue-2 NS5 capping pilot replicate: further read-out of Dengue-2 NS5 capping, marked with its call; inhibition, %; measured here: pilot screen replicate inhibition
# Myeloid diff MLP GFP+ MAC1+ %: second read-out of Myeloid diff MLP, no call of its own (marks repeat the call); GFP+ MAC1+ double positive, %; measured here: differentiation confirmed by MAC1 staining
# * = called active by the depositor; i = inactive; ? = inconclusive; / = no result given; & = joins results of further samples. Cut-off read from the data, not from the text of the source, unless noted: active = inhibition above about 50%; inactive = the rest.
SMILES,HEK293 NOD2/NF-kB,XIAP displacement,LYP phosphatase,SIAH1 antagonists,HIV fusion peptide,AID2073,Dengue-2 NS5 capping,Hep lipid drop,Hep lipid drop cells 6.5 µM,Myeloid diff MLP,Myeloid diff MLP GFP+ MAC1+ %,others
COc1ccc(C(=O)C2CC2c2ccc3c(c2)OCO3)cc1 (centres undefined),6%,-5.9%,1%,8%,-3.3%,-7%,-3%,-6,709,i,0.9,
COc1ccccc1N1CCN(C(=O)c2ccc(CN3CCOCC3)cc2)CC1,1%,-4.2%,-4%,-7%,1.6%,9%,-9%,0,669,i,0.5,
O=C(Nc1ccc2c(c1)C(=O)NC2=O)c1cccc(C(F)(F)F)c1,5%,/,-14%,35%,-1.1%,25%,2%,4,747,i,2.2,
CC1=C(C(=O)OCC(C)C)C(c2cccc(F)c2)N2C(=O)C(C)SC2=N1 (centres undefined),10%,-9.6%,4%,-2%,-3.9%,-4%,-1%,2,616,i,0.9,
O=C(c1ccc(Cl)cc1)N1CCc2c([nH]c3ccccc23)C1C(F)(F)F (centres undefined),6%,/,-2%,-7%,-0.2%,-12%,-2%,8,737,i,1.0,
O=c1c2ccccc2cnn1Cc1n[nH]c(=S)n1-c1ccccc1F,7%,/,-7%,1%,0.2%,20%,7%,0,755,i,0.5,
O=C(NC1CCSC1=O)C1CC(=O)N(c2ccc(F)cc2)C1 (centres undefined),3%,/,-9%,-6%,-1.3%,4%,3%,22,541,i,0.3,
CCc1nnc(NC(=O)c2cc(S(=O)(=O)N(CC)CC)ccc2Cl)s1,6%,-7.1%,-6%,-3%,0.3%,1%,-6%,-1,764,i,7.9,
CCCCOc1ccc(/C=C/C(=O)NC2=Nc3ccccc3NC(C)=C2C(=O)OCC)cc1OC,-26%,-2.7%,17%,2%,2.8%,35%,-10%,4,685,i,0.5,
CCOC(=O)c1oc2ccccc2c1CSc1nnnn1-c1ccc(C)cc1,5%,-3.3%,-2%,10%,0.0%,-2%,1%,-49,676,i,1.2,
NC(=S)N/N=C/c1ccc(-c2ccc(SC(F)F)cc2)o1,-158%,/,-4%,-7%,-0.9%,-27%,-19%,1,697,i,0.7,
Cc1c(OCC(F)(F)F)ccnc1CS(=O)c1nc2ccccc2[nH]1 (centres undefined),-12%&-29%,-2.5%&-6.0%,-3%&-1%,-1%&6%,2.9%&-0.8%,34%&35%,-1%,-36&2,689&715,i,2.9,
COc1ccc(C(C(=O)NC2CCCC2)N(C(=O)c2ccoc2C)c2ccc(C)c(C)c2)cc1 (centres undefined),-16%,-5.1%,1%,1%,1.5%,5%,-4%,-11,621,i,1.1,
Cc1ccc(CNC(=O)c2cn(C)c3ccc(S(=O)(=O)N4CCOCC4)cc3c2=O)cc1,6%,/,-9%,-2%,3.0%,4%,4%,-10,745,i,0.4,
CCOC(=O)N/N=C/c1cccnc1,1%,-4.3%,-2%,1%,-1.6%,29%,-7%,3,718,i,1.4,
Cn1c(CNC(=O)C(C)(C)C)nc2ccccc21,-5%,-5.0%,-10%,-3%,-0.1%,-4%,-6%,-22,564,i,0.8,
CCc1cc(=O)oc2cc(C)cc(OC(C)C(=O)NCc3cccnc3)c12 (centres undefined),15%,/,-3%,2%,3.0%,18%,2%,-34,768,i,6.5,
N#CC1CCN(c2ncccc2[N+](=O)[O-])CC1,-5%,/,-8%,14%,0.6%,21%,/,1,718,i,0.6,
CC(=O)c1cccc(NC(=S)NC(=O)C(C)C)c1,6%,-1.6%,-7%,2%,-2.8%,2%,-3%,/,/,i,2.6,
Cc1cc(NC(=S)NC(=O)CC(C)C)ccc1Br,-27%,-3.0%,0%,0%,1.5%,-10%,4%,/,/,i,0.4,
CCN(CC)C(=O)/C(=C\c1ccncc1)NC(=O)c1ccccc1,12%,-1.5%,-4%,3%,0.2%,5%,-4%,4,682,i,0.3,
O=C(O)c1cccnc1SCC(=O)N1CCCCCC1,5%,-5.6%,-1%,2%,-1.1%,-2%,-1%,/,/,i,8.2,
CCC(C)N(C)Cc1cccc(C2(O)CCN(S(=O)(=O)c3ccc(F)cc3)CC2)c1 (centres undefined),-11%,-1.9%,-1%,5%,1.7%,5%,-1%,/,/,i,5.5,
O=C(O)c1ccccc1SC1CC(=O)N(C2CCCCC2)C1=O (centres undefined),19%,-0.7%,-3%,9%,-1.5%,3%,-3%,1,731,i,1.4,
CC(=O)c1ccc(NC(=O)CSC(C)C)cc1,2%,-1.0%,-2%,-3%,0.9%,-4%,2%,/,/,i,0.4,
O=C(C1CCCN(S(=O)(=O)c2cccc3nsnc23)C1)N1CC=C(c2ccccc2)CC1 (centres undefined),24%,-2.2%,0%,0%,-0.1%,9%,-5%,/,/,i,1.0,
CC(C)(O)C1Cc2cc(/C=C/C(=O)O)c(O)cc2O1 (centres undefined),16%,-16%,-6%,16%,0.4%,5%,/,-4,711,i,0.4,
CCOc1ccc2cc(C#N)c(SCC(=O)N3CCOCC3)nc2c1,-101%,0.2%,-1%,-5%,-1.8%,6%,-4%,3,645,i,1.6,
O=[N+]([O-])c1ccc(CSC2=NCCN2)cc1,8%,/,-8%,-2%,0.6%,2%,/,-8,808,i,0.3,
O=C(c1cccc([N+](=O)[O-])c1)N(c1ccccn1)c1ccccn1,14%,-6.3%,-5%,3%,2.3%,8%,-4%,16,734,i,0.3,

# The closing 5 entries of the section before open the next one.
SMILES,HEK293 NOD2/NF-kB,XIAP displacement,LYP phosphatase,SIAH1 antagonists,HIV fusion peptide,AID2073,Dengue-2 NS5 capping,Hep lipid drop,Hep lipid drop cells 6.5 µM,Myeloid diff MLP,Myeloid diff MLP GFP+ MAC1+ %,others
O=C(C1CCCN(S(=O)(=O)c2cccc3nsnc23)C1)N1CC=C(c2ccccc2)CC1 (centres undefined),24%,-2.2%,0%,0%,-0.1%,9%,-5%,/,/,i,1.0,
CC(C)(O)C1Cc2cc(/C=C/C(=O)O)c(O)cc2O1 (centres undefined),16%,-16%,-6%,16%,0.4%,5%,/,-4,711,i,0.4,
CCOc1ccc2cc(C#N)c(SCC(=O)N3CCOCC3)nc2c1,-101%,0.2%,-1%,-5%,-1.8%,6%,-4%,3,645,i,1.6,
O=[N+]([O-])c1ccc(CSC2=NCCN2)cc1,8%,/,-8%,-2%,0.6%,2%,/,-8,808,i,0.3,
O=C(c1cccc([N+](=O)[O-])c1)N(c1ccccn1)c1ccccn1,14%,-6.3%,-5%,3%,2.3%,8%,-4%,16,734,i,0.3,
COc1ccc(Cn2nnnc2C(c2ccc(C)cc2)N2CCN(C3CCCC3)CC2)cc1 (centres undefined),-8%,-1.7%,-6%,4%,-0.3%,-3%,-4%,/,/,i,0.3,
CCCCN(Cc1ccccc1)C1CCN(Cc2ccccc2)CC1,-10%,/,-2%,4%,-0.1%,44%,-5%,4,789,i,0.1,
COc1ccc(CN(Cc2ccco2)S(=O)(=O)c2ccc(S(=O)(=O)N3CCCC3)cc2)cc1,5%,-6.4%,-9%,-1%,1.1%,12%,-7%,24,838,i,0.8,Dengue-2 NS5 capping pilot replicate=-2.1
CCCN(CC1CC1)S(=O)(=O)c1ccc(S(N)(=O)=O)cc1,-4%,-8.8%,-1%,3%,-1.5%,4%,-9%,21,636,i,1.6,
c1cc(CNc2ccc(N3CCOCC3)cc2)ccn1,-15%,/,2%,4%,4.5%,-2%,26%,12,734,i,0.7,
Cc1cccc(NC(=S)NC(=O)/C=C/c2ccco2)n1,-11%,-7.0%,2%,-6%,1.1%,-19%,-7%,11,781,i,0.7,
COc1ccc(/C=C(\NC(=O)c2ccco2)C(=O)NC(Cc2ccccc2)C(=O)O)cc1 (centres undefined),19%,/,-2%,2%,3.7%,6%,1%,-19,809,i,1.1,
CC(=O)N1CCN(c2ccc(NC(=O)c3ccccc3C)cc2)CC1,9%,/,-9%,-2%,-2.1%,4%,-7%,/,/,i,0.9,
CC1CC(=O)Nc2ccccc2N1S(=O)(=O)c1ccc(C(F)(F)F)cc1 (centres undefined),15%,/,-6%,0%,1.6%,4%,3%,1,821,?,/,
NC(=O)Cn1nnc(-c2ccc(NC(=O)c3ccc(F)cc3)cc2)n1,-15%,-4.5%,-5%,11%,-0.6%,15%,-4%,6,683,i,0.0,
CCOC(=O)c1c(CN2CCCCC2C)oc2ccc(OC)cc12 (centres undefined),12%,-0.3%,-6%,0%,-2.0%,7%,-14%,/,/,i,0.6,
CC(C)CC(C(=O)NCc1ccccn1)N1C(=O)c2ccccc2C1=O (centres undefined),-2%,-1.0%,-1%,1%,-0.8%,-5%,/,/,/,i,1.4,
Cc1nc(N2CCN(C(=O)c3ccco3)CC2)nc2c1C(=O)CCC2,-31%,/,-2%,-1%,1.0%,-2%,-5%,-15,642,i,0.1,
Cc1cccc(NC(=O)CSc2nc3ccccc3nc2N2CCCC2)c1C,1%,/,-2%,-5%,-0.1%,1%,-2%,55*,774*,i,3.6,
Cc1nc(CNC(=O)C2CCC(=O)N(Cc3cccc(F)c3)C2)sc1C (centres undefined),11%,/,-16%,-4%,-0.3%,3%,-3%,-2,829,i,0.4,
CCc1ccccc1NC(=O)COc1ccc(C(=S)N2CCCC2)cc1,20%,-12%,2%,-3%,-0.4%,-14%,4%,55*,690*,i,1.2,
CCN1CCN(C(=S)Nc2cccc(C(F)(F)F)c2)CC1,9%,-5.2%,-10%,10%,-0.2%,-39%,0%,-12,652,i,0.8,
Cc1ccccc1-c1nc2sc(-c3ccccc3)cc2c(=O)o1,-34%,-2.2%,-4%,-2%,3.0%,3%,-11%,/,/,i,0.5,Dengue-2 NS5 capping pilot replicate=1.7
Cc1ccccc1NC(=O)c1c(-c2ccccc2)noc1C,17%,-1.7%,-3%,2%,0.5%,8%,9%,-3,755,i,1.1,

# Reprinted at random: 2 compounds from above, in no set order.
SMILES,HEK293 NOD2/NF-kB,XIAP displacement,LYP phosphatase,SIAH1 antagonists,HIV fusion peptide,AID2073,Dengue-2 NS5 capping,Hep lipid drop,Hep lipid drop cells 6.5 µM,Myeloid diff MLP,Myeloid diff MLP GFP+ MAC1+ %,others
CCN1CCN(C(=S)Nc2cccc(C(F)(F)F)c2)CC1,9%,-5.2%,-10%,10%,-0.2%,-39%,0%,-12,652,i,0.8,
Cc1ccccc1-c1nc2sc(-c3ccccc3)cc2c(=O)o1,-34%,-2.2%,-4%,-2%,3.0%,3%,-11%,/,/,i,0.5,Dengue-2 NS5 capping pilot replicate=1.7

# Only part of the results is shown; rates above refer to the full screens.
